# SENP1 inh: blocks the human SENP1 SUMO protease catalytic domain. recombinant SENP1 catalytic domain, CyPet-SUMO1-YPet FRET cleavage. inhibition, % at 10 µM. 0.21% of 360,000 active. AID 624204;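 active means inhibition at least 30% at 10 µM, raw YFP signal under a set limit, fluorescence ratio 0.5 to 1.5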;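 further: 0% = enzyme with DMSO and 100% = no enzyme wells; some results filed as inactive read as strong as hits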
# Target sequence (Q9P0U3 419-644 limits assumed): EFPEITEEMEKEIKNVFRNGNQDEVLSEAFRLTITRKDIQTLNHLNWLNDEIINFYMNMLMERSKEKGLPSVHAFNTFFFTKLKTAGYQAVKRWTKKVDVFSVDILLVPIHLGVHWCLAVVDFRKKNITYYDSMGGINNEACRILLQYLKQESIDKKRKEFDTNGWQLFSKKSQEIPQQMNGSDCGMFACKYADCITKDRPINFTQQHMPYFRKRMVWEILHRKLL
#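 Test system: human SENP1 catalytic domain; medium: Tris pH 8 buffer plus EDTA, NaCl, BME, BSA, NP40, catalase; incubation: 50 min reaction at room temperature; technique: FRET, CFP and YFP emission; controls: no-enzyme low control and enzyme-plus-DMSO high control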
# HKDC1 inhibitor: HKDC1 (human) hexokinase inhibition; recombinant HKDC1, G6PDH/diaphorase resazurin coupled fluorescence; inhibition, % at 20 µM; 0.16% of 340,000 active; AID 493160;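 active means inhibition above about 35% when tested at 20 µM, limit read from the data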;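 further: plate controls were DMSO wells with enzyme for no effect and DMSO wells lacking enzyme for full effect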
#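 Test system: HK5 enzyme. Quantity: 5 µg/mL HK5 final. Reagent: glucose and ATP substrates. Schedule: 90 min reaction incubation at room temperature, dark. Technique: resazurin-to-resorufin fluorescence via G6PDH and diaphorase coupling, 525/613 nm. Control set: DMSO wells with and without enzyme mix.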
# SENP6 block: blocks the human protease SENP6 | Q9GZR1 | Recombinant SENP6 catalytic domain, aminoluciferin luminescence | inhibition, % at 10 µM | 1.8% of 330,000 active | AID 2599;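 active means inhibition above about 50% at the single tested dose, limit read from the data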;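 further: plate controls were DMSO wells with enzyme for no effect and DMSO wells lacking enzyme for full effect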
# SENP7 block: SENP7 protease inhibition | recombinant SENP7, Z-RLRGG-aminoluciferin luminescence, 40 min | inhibition, % at 5 µM | 1.5% of 330,000 active | AID 434973;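 active means inhibition above about 50% at the single test dose, limit read from the data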;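 further: plate controls were DMSO with enzyme for no effect and no enzyme buffer wells for full effect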
# Target sequence (Q9BQF6 706-1050 limits assumed): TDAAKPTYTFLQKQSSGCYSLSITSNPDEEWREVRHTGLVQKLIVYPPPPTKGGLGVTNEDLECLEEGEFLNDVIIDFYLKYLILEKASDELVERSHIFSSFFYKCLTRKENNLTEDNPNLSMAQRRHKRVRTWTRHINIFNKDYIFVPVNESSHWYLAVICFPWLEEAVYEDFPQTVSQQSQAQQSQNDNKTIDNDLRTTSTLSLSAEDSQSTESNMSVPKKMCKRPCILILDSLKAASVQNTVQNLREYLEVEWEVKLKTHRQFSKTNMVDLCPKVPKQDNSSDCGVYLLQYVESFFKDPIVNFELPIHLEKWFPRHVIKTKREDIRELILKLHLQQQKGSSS
# UBC13 inh: blocks human UBC13 polyubiquitin chain formation. P61088. TR-FRET. inhibition, % at 20 µM. 0.47% of 330,000 active. AID 485273; in the data active means inhibition above about 45%, passing the limit was not always enough
# Target sequence (P61088 whole entry, looked up): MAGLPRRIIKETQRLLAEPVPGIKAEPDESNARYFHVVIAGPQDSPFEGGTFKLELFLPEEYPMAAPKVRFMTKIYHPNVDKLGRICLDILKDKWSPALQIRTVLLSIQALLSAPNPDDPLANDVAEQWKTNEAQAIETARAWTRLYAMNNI
# PfG6PD inh: PfG6PD (Plasmodium falciparum) enzyme inhibition; PfGluPho enzyme, NADPH resazurin-diaphorase fluorescence; 0.78% of 350,000 active; inhibition, % at 20 µM;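 active means inhibition reaching at least a set limit at 20 µM in the primary screen, cut at about 59% in these data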;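 further: 0% = DMSO wells with substrate and 100% = DMSO wells lacking glucose-6-phosphate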
# MIN6 prolif: induces beta-cell replication in MIN6 cells. MIN6 cells proliferation, ATPlite luminescence, 48 h; cells starved in 0.2% serum; 100% = growth in 10% serum. proliferation, % at 10 µM. 0.29% of 330,000 active. AID 2380;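 active means compounds whose signal lies at least 3.5 SD above the mean of all wells on their plate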;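 further: 0% = DMSO-treated cells in low-serum medium and 100% = 10% serum control; some compounds called inactive have numbers as strong as hits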
# SENP8 block-1: blocks human SENP8 cleavage of Nedd8 substrate | Q96LD8 | recombinant SENP8, Nedd8 substrate fluorescence | inhibition, % at 20 µM | 0.64% of 360,000 active | AID 602440; in the data active means inhibition mostly above about 40%, no sharp cut-off; inactive means mostly below about 27%
# Target sequence (Q96LD8 whole entry, looked up): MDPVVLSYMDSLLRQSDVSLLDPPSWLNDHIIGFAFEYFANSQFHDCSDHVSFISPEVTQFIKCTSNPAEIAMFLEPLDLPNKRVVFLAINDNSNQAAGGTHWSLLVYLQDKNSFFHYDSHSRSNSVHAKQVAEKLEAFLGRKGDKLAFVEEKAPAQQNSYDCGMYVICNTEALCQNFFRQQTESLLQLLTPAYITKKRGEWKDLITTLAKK
# SENP8 block-2: blocks the human protease SENP8. Q96LD8. purified SENP8, Z-RLRGG-aminoluciferin cleavage, luminescence. inhibition, % at 10 µM. 1.2% of 330,000 active. AID 2540; in the data active means inhibition above about 50%
# Numbers without * were called inactive; nt = no result given.
SMILES,SENP1 inh,HKDC1 inhibitor,SENP6 block,SENP7 block,UBC13 inh,PfG6PD inh,MIN6 prolif,SENP8 block-1,SENP8 block-2
COC(=O)C1(Cc2cc(-c3cccnc3)no2)CCN(C(=O)OC(C)(C)C)CC1,2,-3,-17,4,7,-2,-1,10,-4
CC(O)CNc1nc2c(c(=O)n(Cc3ccc(Cl)c(Cl)c3)c(=O)n2C)n1C (stereo not given),0,3,-6,-4,10,4,-2,25,-12
COc1cccc(C2C(C(=O)c3cc4ccccc4o3)=C(O)C(=O)N2CCN(C)C)c1OC (stereo not given),-4,-1,-1,-4,-7,-25,1,19,-8
Cc1ccc(-n2nnnc2SCC(N)=O)c(C)c1,2,-8,-14,2,5,-8,1,13,-2
CC(=O)c1cccc(N2C(=NC(=O)C(C)C)SC3CS(=O)(=O)CC32)c1 (stereo not given),-20,-2,0,-7,-5,-20,-1,12,-7
CC1CCCN(S(=O)(=O)c2ccc(C(=O)Nc3nnc(-c4ccccn4)o3)cc2)C1 (stereo not given),0,-5,-7,1,-11,-35,-1,6,-1
O=C(c1ccc(Cl)cc1)N1CCc2ccccc21,1,-5,-5,5,3,0,0,12,-20
O=C(CN1CCN(c2ccccc2)CC1)Nc1ccc(F)cc1,-1,-2,-23,11,4,3,-2,9,3
CCOC(=O)N1CCN(C(=O)c2cccc(OC)c2OC)CC1,0,-2,1,3,-2,-5,0,10,-1
CC1(C)Oc2ccc(C(=O)N3CCCCC3)cc2N(CC(=O)NCc2ccccc2)C1=O,1,-6,-13,-10,-7,8,0,20,-4
COc1ccc2nc(NC(=O)c3ccccc3O)sc2c1,-7,5,84*,82*,6,9,-6,-290,86*
CCC(C)[C@H](NC(=O)N1CCCCCC1)C(=O)O (stereo not given in full),2,-4,3,-7,-16,7,-2,0,-12
COc1cc([N+](=O)[O-])ccc1NC(=O)COC(=O)c1c[nH]c(=O)[nH]c1=O,1,-2,3,3,-3,17,0,8,7
O=C(Cn1cc(C(F)(F)F)ccc1=O)Nc1cc(S(=O)(=O)N2CCOCC2)ccc1Cl,-3,-6,-2,3,-6,-3,-4,-3,2
COc1ccc(S(=O)(=O)Nc2ncccn2)cc1,1,-6,-12,-2,-4,-16,-1,1,13
Cc1ccc(S(=O)(=O)NC(C)C(=O)NC2CC2)cc1 (stereo not given),-1,-3,2,-4,1,-3,1,3,2
CC(C)c1nc(CNC(=O)CCc2nnc(-c3ccsc3)o2)cs1,-1,-2,-18,-6,-6,-3,-3,6,-1
O=C1C=C(NC2=CC3OC(c4ccccc4)OCC3OC2=O)CCC1 (stereo not given),-18,5,nt,nt,nt,0,nt,0,nt
Cc1cccc(C)c1NC(=O)C(=O)NCc1ccccn1,0,-2,-18,-3,-8,3,-2,22,2
C#CCOCCOCCOCCNc1nc(N2CCN(C(=O)[C@H](C(C)C)n3cc(CCO)nn3)CC2)nc(N2CCN(C(=O)[C@H]([C@@H](C)CC)n3cc(CCCN=C(N)N)nn3)CC2)n1,-1,-3,-4,-5,20,0,1,9,7
COc1ccc(OC)c(C(=O)c2ccc(C(=O)O)cc2)c1,3,-9,-3,4,-21,-22,-4,22,-15
COC(=O)c1sc(NC(=O)C2CCCCC2C(=O)O)c(C(=O)OC)c1C (stereo not given),0,3,-1,4,9,-36,-1,-6,2
CCSc1nnc(NC(=O)CSc2nccn2-c2cccc(C)c2C)s1,nt,8,-16,9,-2,-15,1,nt,-2
O=C(CCNS(=O)(=O)c1ccc2c(c1)CCC(=O)N2)Nc1ccc2c(c1)OCCO2,1,-4,-7,-6,-3,-6,-1,0,-3
CCSc1nc2c(cnn2-c2ccc(C)cc2)c(=O)[nH]1,2,-2,-5,-2,-11,-11,10,2,-9
Cc1nc2ccc(Oc3ccccc3)cc2s1,0,6,-9,-3,3,19,1,20,5
CC(=O)Oc1ccc(C(=O)Cc2ccccn2)c(O)c1,0,-9,4,-2,-2,-15,1,-11,9
CCS(=O)c1ccccc1C(=O)OCC(=O)N1CCC(c2ccccc2)=N1 (stereo not given),2,4,8,-7,2,12,-4,-6,1
CCN(CC)S(=O)(=O)c1ccc2c3c(cccc13)C(=O)S2,-5,-11,1,3,21,-23,-1,-49,-1
CCn1c(SCC(=O)Nc2cccc(C)c2)nc2c(c1=O)SC(C)C2 (stereo not given),4,-2,1,12,13,8,1,8,-2
Cc1cc(Cl)ccc1-n1c(-c2cccnc2)n[nH]c1=S,3,1,-3,-3,4,36,-2,-3,0
Cc1nc(-c2cccc(NC(=O)c3ccco3)c2)cs1,-1,-4,5,-3,10,10,-3,9,3
COc1ccc(O)c(C(=O)c2cnn(C(=O)c3cccc(S(=O)(=O)N4CCOCC4)c3)c2)c1,-23,-3,-21,6,-10,-12,-2,-69,5
Cn1cnnc1SCC(=O)Nc1ccc(Cl)cn1,-5,-7,7,3,-2,-10,-2,13,3
O=C(CCN1C(=O)C2C3C=CC(C3)C2C1=O)Nc1c(F)cc(F)cc1Br (stereo not given),1,0,-11,-7,1,16,0,15,-3
CC(OC(=O)c1cccs1)C(=O)NCc1ccc2c(c1)OCO2 (stereo not given),1,2,3,-2,3,-12,-2,17,0
COc1ccc(N(CC(=O)NC(C)c2ccccc2)S(=O)(=O)c2ccc(C)cc2)cc1 (stereo not given),0,9,-6,-3,3,-10,0,-2,2
COCC(=O)Nc1nnc(Cc2ccc(OC)c(OC)c2)s1,1,-5,-9,4,4,-9,1,23,-10
Cc1cc(NC(=O)COC(=O)C2=COCCO2)c([N+](=O)[O-])cc1C,2,-2,9,4,-10,38,-4,9,-1
O=C(COC(=O)/C=C/c1ccc(OC(F)F)cc1)Nc1ccc(S(=O)(=O)N2CCCC2)cc1,0,17,5,2,2,12,-1,4,-9
O=C(NCCc1ccccc1)/C(=C\c1ccccc1)NC(=O)c1ccco1,-6,-1,-15,-1,5,-5,0,-14,-4
COc1ccccc1CNC(=O)COC(=O)c1cc([N+](=O)[O-])ccc1N1CCOCC1,-1,-1,0,-3,-1,-2,-1,16,-3
COc1ccc(NC(=O)CN2C(=O)CC(C)(C)S(=O)(=O)c3ccccc32)cc1,-2,3,-5,7,-9,5,1,4,-2
S=c1[nH]nc2c3c4c(sc3ncn12)CCCC4,-1,4,-6,-1,3,25,-3,24,7
COC(=O)C1=C(C)OC(N)=C(C#N)C1c1cc2cccc(C)c2nc1Cl (stereo not given),nt,nt,-11,-9,2,nt,1,nt,-9
C=CCn1c(C(C)NC(=O)CC)nc2ccccc21 (stereo not given),2,-5,-13,-11,0,9,-1,18,-9
C=CCn1c(SCC(=O)N(CCO)CCO)nc2sc3c(c2c1=O)CCC3,2,-2,9,-4,6,8,-3,14,-7
CC(C)S(=O)(=O)C1=NSC2=NC(=O)/C(=C\c3ccc(-c4cccc(C(=O)O)c4)o3)C(=N)N21,-37,18,nt,nt,nt,-22,nt,-44,nt
CCCOc1ccc(CN2CCOCC2)cc1OC,2,-4,-5,3,12,-7,-1,21,-4
O=C(NC(CSC(=O)c1ccccc1)C(=O)O)OCc1ccccc1 (stereo not given),1,3,nt,nt,nt,-5,nt,-1,nt
CCNC(=O)c1cccc(NC(=O)CN2C(=O)NC3(CCCCC3)C2=O)c1,1,-6,-14,-14,-4,-3,-4,-17,-3
CC(=O)C(Sc1ncnc2c1nnn2-c1ccc(F)cc1)C(=O)N(C)C (stereo not given),nt,-6,-10,3,-8,62*,-3,nt,-5
CCN1C(=O)/C(=C/c2cn(-c3ccccc3)nc2-c2cccnc2)SC1=S,27,-5,nt,nt,nt,-2,nt,14,nt
CCOC(=O)c1c(C)[nH]c(C(=O)CN2CC(C)OC(C)C2)c1C (stereo not given),-1,6,-33,-2,-6,-5,-3,10,-6
COc1cccc(CNc2nccs2)c1O,0,-1,-6,11,-5,-2,-1,14,-4
Cc1nc2ccccc2n1CC(=O)N/N=C\C=C\c1ccccc1,-1,2,-5,-4,-12,-4,2,15,-6
COC(=O)C(C)Oc1ccc2c(c1)O/C(=C\c1cccc(Br)c1)C2=O (stereo not given),1,-2,-3,-7,6,11,-4,-56,-1
O=C1/C(=C/c2cccs2)SC(=S)N1CCCC(=O)N(CCO)c1ccccc1,-5,-1,-14,-7,3,-29,1,35,-19
Cc1ccc(N(CC(=O)NC(C)(C)C)C(=O)CS(=O)CC(=O)Nc2ccc(F)cc2)cc1 (stereo not given),0,2,-34,4,-10,21,1,2,-4
N#Cc1c(SCC(=O)Nc2nccs2)nc2c(c1-c1ccco1)CCCC2,5,0,-14,-5,-8,-2,-3,-3,-8

# 4 compounds already listed, ordered by the number in PfG6PD inh, falling:
mol	SENP1 inh	HKDC1 inhibitor	SENP6 block	SENP7 block	UBC13 inh	PfG6PD inh
S=c1[nH]nc2c3c4c(sc3ncn12)CCCC4	-1	4	-6	-1	3	25
O=C(CCNS(=O)(=O)c1ccc2c(c1)CCC(=O)N2)Nc1ccc2c(c1)OCCO2	1	-4	-7	-6	-3	-6
COCC(=O)Nc1nnc(Cc2ccc(OC)c(OC)c2)s1	1	-5	-9	4	4	-9
COc1cccc(C2C(C(=O)c3cc4ccccc4o3)=C(O)C(=O)N2CCN(C)C)c1OC (stereo not given)	-4	-1	-1	-4	-7	-25

# (listing goes on)
SMILES,SENP1 inh,HKDC1 inhibitor,SENP6 block,SENP7 block,UBC13 inh,PfG6PD inh,MIN6 prolif,SENP8 block-1,SENP8 block-2
CCCCN1C(=O)c2ccc(C(=O)Nc3cccnc3)cc2C1=O,1,11,2,-2,-2,-11,1,11,-5
CC(=O)Nc1ccc(/C=N/NC(=O)CCN2CCN(c3ccccc3)CC2)cc1,-1,-1,-3,6,8,-10,-3,12,-4
CCN(C(=O)c1cn(C)c(=O)c2cc(OC)c(OC)cc12)c1ccccc1C,0,-4,-9,-2,-2,-1,1,26,3
O=C(CSCc1ccc(Cl)cc1)c1ccco1,nt,nt,-5,-1,7,nt,-2,nt,-3
Cc1onc(-c2ccccc2Cl)c1C(=O)Nc1cc(=O)n(C)c(=O)n1C,3,-6,-15,10,8,-32,-1,24,-8
CCCN(CC(=O)Nc1ccccc1C)C(=O)CCl,2,-3,-28,1,15,2,-6,19,-10
CC(C)C[C@H]1CN=C(N(C)C)N1CC(C)C,-1,-1,-5,-1,-12,-2,2,8,-1
CNC(=O)n1ccc(C(=O)N2CCCCC2)n1,-2,-5,-3,2,2,10,-3,20,-7
CCOc1ccc(CNC(c2ccccc2)c2ccccc2)cc1,-1,-1,13,5,8,-11,-3,12,-5
O=C(Cn1c(NCCCO)nc2ccccc21)c1ccc(F)cc1,2,1,10,-1,-3,-3,-1,9,2
O=S(=O)(Nc1cccc(-n2cnnn2)c1)c1ccccc1F,1,-7,12,-3,-2,10,-5,1,5
CC(C)c1ccc(S(=O)(=O)c2cn(Cc3ccc(F)cc3)c3cc4c(cc3c2=O)OCO4)cc1,nt,nt,0,4,11,nt,-1,nt,2
CC(Oc1cccc(Cl)c1)C(=O)Nc1ccc(S(=O)(=O)NC2=NCCCCC2)cc1 (stereo not given),1,-6,-12,11,-2,-4,-4,1,-4
